Source: PubChem BioAssay
ABCB1 inh: human ABCB1 inhibition, ABCG2 as counter-screen; CCRF-Adr cells, JC-1 efflux, flow cytometry; inhibition, % at 6.6 µM; P08183; actives 0.067% (n = 190,000); AID 1326; in the data active = inhibition above about 40%;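 also: 0% = vehicle and 100% = reference inhibitor; higher value means more JC-1 retained so stronger ABCB1 efflux block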
Bcl-B Bim block: inhibitors of Bim-Bcl-B interaction, human; Q9HD36; bead-based flow cytometry, Bim peptide-Bcl-B binding; inhibition, % at 10 µM; actives 0.073% (n = 190,000);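 also: 0% = tracer peptide without compound and 100% = reference inhibitor peptide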
Target sequence (Q9HD36 whole entry, looked up): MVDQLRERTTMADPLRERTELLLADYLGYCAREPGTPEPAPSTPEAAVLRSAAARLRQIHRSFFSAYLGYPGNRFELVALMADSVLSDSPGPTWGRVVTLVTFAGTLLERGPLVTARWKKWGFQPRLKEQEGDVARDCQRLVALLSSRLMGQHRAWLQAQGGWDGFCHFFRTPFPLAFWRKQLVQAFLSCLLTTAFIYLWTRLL
RGS7-Gao: regulators of human RGS7-Galphao interaction; P09471; Multiplexed bead flow cytometry, RGS7-Galphao binding; actives lie on both sides; binding response (% of control), % at 10 µM; actives 0.35% (n = 220,000); in the data active = binding response below about 49% or above about 150%; inconclusive = no clear call, values can overlap the other calls; inactive = in between;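 also: fluorescent Galphao held in activated GDP-AlF4 state binding bead-coupled RGS7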
Bim-Bcl-XL: disrupts Bim peptide binding to human Bcl-XL; Q07817; bead flow cytometry, fluorescence; inhibition, % at 10 µM; actives 0.04% (n = 190,000)
RGS8-Gao reg: modulates binding of RGS8 to human Galphao. P09471. multiplexed bead flow cytometry; actives lie on both sides. response (percent of control binding), % at 10 µM. actives 0.34% (n = 220,000). AID 1423; in the data active = response below about 60% or above about 140%; inactive = in between;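 also: Galphao activated as the GDP aluminium fluoride complex binding bead-coupled RGS8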
Mcl-1 Bim block: human Bim-Mcl-1 interaction inhibition | Q07820 | Bead-based flow cytometry, Bim peptide-Mcl-1 binding | inhibition, % at 10 µM | actives 0.1% (n = 190,000) | AID 1009;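 also: 0% = no compound tracer wells and 100% = peptide blocker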
Target sequence (Q07820 whole entry, looked up): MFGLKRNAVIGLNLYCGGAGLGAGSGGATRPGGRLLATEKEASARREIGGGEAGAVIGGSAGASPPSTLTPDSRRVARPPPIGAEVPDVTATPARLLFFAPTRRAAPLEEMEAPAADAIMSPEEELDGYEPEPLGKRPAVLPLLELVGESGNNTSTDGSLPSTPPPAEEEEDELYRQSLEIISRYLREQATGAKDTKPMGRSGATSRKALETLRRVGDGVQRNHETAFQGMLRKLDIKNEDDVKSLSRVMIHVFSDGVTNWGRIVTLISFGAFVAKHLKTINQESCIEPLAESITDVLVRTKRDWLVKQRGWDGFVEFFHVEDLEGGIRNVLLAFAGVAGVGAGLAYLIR
Bim-Bcl-2: inhibitors of Bim-Bcl-2 interaction, human; inhibition, % at 10 µM; P10415; Bead-based flow cytometry, Bim peptide-Bcl-2 binding; actives 0.06% (n = 190,000); in the data active = inhibition above about 40%; inconclusive = no clear call, values can overlap the other calls;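 also: 0% = no compound wells with probe peptide and 100% = reference peptide inhibitor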
Target sequence (P10415 whole entry, looked up): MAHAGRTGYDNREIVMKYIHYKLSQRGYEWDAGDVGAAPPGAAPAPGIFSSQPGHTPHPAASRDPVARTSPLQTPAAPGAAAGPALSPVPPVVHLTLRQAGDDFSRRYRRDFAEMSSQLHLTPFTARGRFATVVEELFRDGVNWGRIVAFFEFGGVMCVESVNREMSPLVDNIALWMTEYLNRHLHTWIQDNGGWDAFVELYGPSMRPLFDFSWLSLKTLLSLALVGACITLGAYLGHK
Bim-Bfl-1: human Bim-Bfl-1 interaction inhibition; Q16548; Bead-based flow cytometry, Bim-Bfl-1 binding inhibition; inhibition, % at 10 µM; actives 0.12% (n = 190,000); AID 1008;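 also: 0% = wells without compound plus tracer and 100% = blocker peptide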
RGS4-Gao reg: human RGS4-Galphao interaction regulation; binding response (% of control), % at 10 µM; Multiplexed bead flow cytometry, RGS4-Galphao binding; actives lie on both sides; actives 0.33% (n = 220,000); P09471; in the data active = binding response below about 49% or above about 150%; inactive = in between;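 also: fluorescent Galphao activated with aluminum fluoride binding bead-coupled RGS4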
Bcl-W Bim block: disrupts Bim peptide binding to human Bcl-W; Q92843; bead-based flow cytometry; inhibition, % at 10 µM; actives 0.02% (n = 190,000); AID 952;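 also: 0% = bound tracer without compound and 100% = peptide blocker; higher means less fluorescent Bim peptide bound to Bcl-W beads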
Target sequence (Q92843 whole entry, looked up): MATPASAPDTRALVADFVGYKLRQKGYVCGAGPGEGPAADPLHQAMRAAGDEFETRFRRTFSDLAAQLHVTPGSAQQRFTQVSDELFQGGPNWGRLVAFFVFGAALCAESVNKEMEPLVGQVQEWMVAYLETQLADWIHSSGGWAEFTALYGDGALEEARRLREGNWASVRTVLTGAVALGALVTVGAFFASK
ABCG2 inh: human ABCG2 inhibition, ABCB1 as counter-screen. Q9UNQ0. IgMXP3 cells, JC-1 efflux, flow cytometry. inhibition, % at 6.6 µM. actives 0.1% (n = 190,000). AID 1325;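 active = inhibition above 80%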;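 also: 0% = DMSO and 100% = nicardipine control wells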
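Assay system – ABCG2 IgMXP3 and barcoded ABCB1 CCRF-Adr cell mix · Input – 3 million cells/mL in well · Reagent – JC-1 fluorescent substrate · Compound – single test compound dose, 6.6 µM final · Timing – 10 min exposure at 25 °C with rotation, no wash · Detection – flow cytometry of retained JC-1 fluorescence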
Starred values were filed as active, the others as inactive; u = inconclusive; x = not tested or not shown. Rule as the data show it, unless noted: active = inhibition above about 40%.

SMILES	ABCB1 inh	Bcl-B Bim block	RGS7-Gao	Bim-Bcl-XL	RGS8-Gao reg	Mcl-1 Bim block	Bim-Bcl-2	Bim-Bfl-1	RGS4-Gao reg	Bcl-W Bim block	ABCG2 inh
CCCCc1nc2sc3c(SCC(=O)NCc4ccco4)ncnc3c2c2c1CCC2	0.3	0	94	-5	98	-3	1	-1	94	-1	2
CC/C(=N\NC(=O)OC)c1ccc(OC(F)F)cc1	0.4	1	u	2	104	2	-1	-4	101	3	7
Cc1c(NC2(C#N)CCCC2)c(=O)n(-c2ccccc2)n1C	0.2	-3	100	-4	97	-2	-1	-4	100	-2	5
CCOC(=O)N1CCN(S(=O)(=O)c2cc(OCC)ccc2OCC)CC1	1.1	-2	100	-1	101	-4	-1	-2	101	0	5
CC(=O)c1c(N2CCCCC2)nc(=S)n(-c2ccccc2)c1C	-0.3	4	105	0	117	0	-1	0	103	0	-1
COc1cc2c(cc1OC)CN(CC(=O)NC(=O)NC(C)(C)C)CC2	-0.2	1	104	4	100	1	1	0	100	1	0
COC(=O)[C@H](C)NC(=O)NC1CCN(Cc2ccccc2)CC1	0.0	-6	94	-6	100	1	-4	-11	102	2	-1
COc1ccc(CC(=S)N2CCOCC2)cc1	-0.1	2	99	5	88	6	4	8	83	7	0
COCCNC(=O)CSc1ncnc2sc(-c3ccccc3)cc12	1.4	-3	101	-1	96	-1	-3	-7	101	-1	13
COC(=O)C1C(O)=C(C=Nc2ccc(N)cc2)C(=O)CC1(C)C (stereo not drawn)	-0.1	3	90	7	89	4	4	3	92	-3	1
COCC(=O)Nc1ccccc1C#N	0.1	-2	100	-1	101	1	-4	-2	100	0	1
O=S(=O)(c1ccc(-c2csc(Nc3ccc(F)cc3)n2)cc1)N1CCCC1	0.2	-5	100	-4	90	-5	-4	-2	96	-3	6
COc1ccc(S(=O)(=O)N2CCCC(C(=O)N3CCN(C)CC3)C2)cc1C (stereo not drawn)	1.1	0	103	-3	102	-4	-1	-2	105	-3	3
CCN(CC)C(=O)C1CCN(Cc2cccc(OCc3ccccc3)c2)CC1	1.6	-1	100	-3	101	-2	-3	-1	99	-2	3
C=CCNC(=S)N/N=C/c1ccc(-c2cc(Cl)ccc2Cl)o1	0.3	-4	98	-1	101	-5	-6	-3	97	-4	3

Reprinted from the part before: two compounds; new compounds follow.
SMILES	ABCB1 inh	Bcl-B Bim block	RGS7-Gao	Bim-Bcl-XL	RGS8-Gao reg	Mcl-1 Bim block	Bim-Bcl-2	Bim-Bfl-1	RGS4-Gao reg	Bcl-W Bim block	ABCG2 inh
CCN(CC)C(=O)C1CCN(Cc2cccc(OCc3ccccc3)c2)CC1	1.6	-1	100	-3	101	-2	-3	-1	99	-2	3
C=CCNC(=S)N/N=C/c1ccc(-c2cc(Cl)ccc2Cl)o1	0.3	-4	98	-1	101	-5	-6	-3	97	-4	3
COc1cccc(NC(=S)N2CCC(N(C)CC3CCCO3)CC2)c1 (stereo not drawn)	-0.6	0	106	-2	104	0	-1	0	103	1	-4
Cc1cnnc2c1-c1nonc1CC2	0.2	-6	100	-13	90	0	-2	-5	100	5	1
Cc1ccnc2nc(C(=O)Nc3nc(-c4ccccn4)cs3)nn12	0.6	1	u	-1	98	2	0	-3	98	1	7
COc1ccc(S(=O)(=O)Nc2c(C)n(C)n(-c3ccccc3)c2=O)cc1	0.8	-5	96	-2	100	0	-2	0	95	-4	3
Cc1ccc(S(=O)(=O)c2ccc(Cl)cc2)cc1S(=O)(=O)N(C)CC(=O)O	-0.4	-2	100	-2	97	-2	0	0	101	0	-4
CC(=O)NCC(=O)N(c1ccccc1)C1(C(=O)NC2CCCCC2)CCCCC1	1.2	-8	100	-11	102	-3	-14	-21	101	1	9
CC(=O)N1C(=S)NC(=O)/C1=C1/C(=O)N(CC(=O)Nc2cccc(C)c2)c2ccccc21	-1.1	-5	96	-5	99	-4	2	0	96	-4	-13
CC(C)Oc1cccc(C(=O)C2CCCN(Cc3ccc4nonc4c3)C2)c1 (stereo not drawn)	0.7	-5	96	-1	98	0	-2	-6	95	-1	1
CCC1(C)N(O)C(C)(C)C(c2ccc(OC)cc2)=[N+]1[O-] (stereo not drawn)	0.2	2	103	1	106	1	7	13	104	-4	-3
CCOC(=O)c1ccc2c(c1)nc(COc1ccc3ccccc3c1)n2CC	0.9	-6	96	0	100	-1	-5	-9	98	3	8
CCOc1cc(NC(=S)NCc2ccco2)c(OCC)cc1NC(=O)CC(C)C	0.4	-10	100	-9	99	-3	-2	-4	103	-4	12
S=C(NCCc1ccccc1)Nc1ccc(Nc2ccccc2)cc1	0.2	-16	107	-7	103	-2	-3	5	102	-3	7
O=C(/C=C/c1ccc(-c2ccccc2[N+](=O)[O-])o1)c1ccc(Br)cc1	0.5	-17	99	-2	98	3	5	0	100	5	30
COc1ccccc1C(=O)NC(=O)OCCn1c(C)cnc1[N+](=O)[O-]	0.1	-1	104	-1	101	-2	0	-3	97	0	6
CCNC(=S)N(Cc1ccc2c(c1)OCO2)C1CC(=O)N(c2ccc(OC)cc2)C1=O (stereo not drawn)	-0.1	-12	82	-2	71	-4	-8	-10	85	2	-2

An excerpt from above in order of formula weight, smallest number first:
SMILES	ABCB1 inh	Bcl-B Bim block	RGS7-Gao	Bim-Bcl-XL	RGS8-Gao reg	Mcl-1 Bim block	Bim-Bcl-2	Bim-Bfl-1	RGS4-Gao reg	Bcl-W Bim block	ABCG2 inh
S=C(NCCc1ccccc1)Nc1ccc(Nc2ccccc2)cc1	0.2	-16	107	-7	103	-2	-3	5	102	-3	7
COc1cccc(NC(=S)N2CCC(N(C)CC3CCCO3)CC2)c1 (stereo not drawn)	-0.6	0	106	-2	104	0	-1	0	103	1	-4
CC(=O)N1C(=S)NC(=O)/C1=C1/C(=O)N(CC(=O)Nc2cccc(C)c2)c2ccccc21	-1.1	-5	96	-5	99	-4	2	0	96	-4	-13

Later entries:
SMILES	ABCB1 inh	Bcl-B Bim block	RGS7-Gao	Bim-Bcl-XL	RGS8-Gao reg	Mcl-1 Bim block	Bim-Bcl-2	Bim-Bfl-1	RGS4-Gao reg	Bcl-W Bim block	ABCG2 inh
CC(C)(C)CC(=O)Nc1nnc(-c2cccs2)s1	0.1	-3	101	-3	101	-3	-4	0	98	-4	1
Cc1ccc(Nc2oc(C)nc2C#N)cc1	-2.7	-10	96	-5	97	0	-15	-8	100	0	0
Cc1cc(C)c2[nH]c(=O)c(CN(Cc3ccco3)C(=O)C3CCCO3)cc2c1 (stereo not drawn)	1.4	-1	111	4	103	-2	-3	3	116	8	4
COc1cc([N+](=O)[O-])cc(/C=N/NC(=O)c2ccc(NC(=O)c3ccc(C)cc3)cc2)c1O	-1.0	-4	88	-1	99	-2	-2	-4	90	0	-3
Cc1ccc(C)c(OCCCC(=O)O)c1	0.8	-12	109	-11	104	-3	-12	-15	104	-2	4
CCNc1nc(NCC)nc(OCCOC(=O)c2ccccc2)n1	0.4	-3	99	-4	99	-3	-5	-11	98	-3	3
CCCn1c(SCC(=O)Nc2ccc3c(c2)OCCO3)nnc1-c1ccco1	1.2	-7	95	-6	98	-5	-8	-15	97	-3	42
COc1cc(/C=C/C(=O)OCC(=O)NCC2CCCO2)ccc1OCC#N (stereo not drawn)	0.4	2	108	-2	110	0	4	-2	106	-2	3
Cc1ccnc(Sc2ccc([N+](=O)[O-])cn2)n1	0.0	0	95	2	100	1	1	-2	98	0	0
CC(/C=C1\SC(=S)N(CCCC(=O)Nc2ccc(C(=O)O)c(O)c2)C1=O)=C\c1ccccc1	-1.0	-2	103	-8	105	-4	-2	0	101	-6	-2
CCCCn1nnnc1SCC(=O)Nc1sc2c(c1C#N)CCCC2	0.5	-10	99	11	104	-16	-3	0	100	-1	1
O=C(O)c1csc(-n2nc(-c3ccccc3)cc2C(F)(F)F)n1	0.0	1	101	-2	102	0	-1	-5	101	0	1
Oc1ccc(N2CCN(C(c3ccccn3)c3nnnn3C3CCCC3)CC2)cc1 (stereo not drawn)	0.5	0	103	0	101	0	-16	5	102	-1	1
CCC(C)(C)n1nnnc1C(c1ccccc1OC)N1CCSCC1 (stereo not drawn)	1.4	-3	98	-3	99	0	-8	-11	101	0	1
O=c1c(-c2nc3ccccc3o2)c2oc3ccccc3n2c2ccccc12	8.9	-1	98	7	100	2	0	-1	100	3	6
CCOc1ccccc1NC(=O)CCn1cccc1	0.4	-5	u	-3	100	0	-6	-8	100	-4	9
Cc1ccc(NC(=O)c2cccc3c2C(=O)N(C2CCCCC2)C3)cc1	2.8	-3	100	0	102	1	-3	-3	103	-3	4
CN1c2ccccc2C2(C)CCCC3=Cc4cc([N+](=O)[O-])cc([N+](=O)[O-])c4OC312 (stereo not drawn)	0.0	-4	96	-4	96	0	-8	-6	97	-3	0
CCSc1nnc(CSc2ncccn2)n1C	0.3	0	104	0	100	0	-1	2	106	-3	2
CN1CCN(C(=O)c2c(NC(=O)c3ccco3)sc3c2CCC(C(C)(C)C)C3)CC1 (stereo not drawn)	4.5	-9	119	-4	104	-5	-12	-10	100	-2	26
CCn1c(COc2ccc(=O)n(-c3ccccc3)n2)nnc1SCc1ccccc1C	0.0	1	114	0	112	-1	2	4	121	0	0
COc1ccc(C2c3c(ncn(CCN4CCOCC4)c3=N)Oc3ccc4ccccc4c32)cc1OC (stereo not drawn)	1.1	0	105	0	113	1	0	0	108	1	1
CCOc1ccccc1NC(=O)Cn1nnc(C(=O)NCc2ccco2)c1N	0.0	-3	107	-1	106	-3	-3	-5	107	-2	2
O=C1CSC(c2ccncc2)N1Cc1ccco1 (stereo not drawn)	0.0	-7	93	-3	95	-2	-7	-11	85	-3	0
COC(=O)CCC(=O)Nc1ccccc1C(N)=O	0.2	-3	101	-1	100	-3	-2	-7	102	-1	0
Cc1cccc(C(=O)Nc2ccnc(-c3ccncc3)n2)c1	0.4	-1	98	-1	97	0	-4	-2	93	-1	4
CCOc1cc(/C=C2\C(=O)N(Cc3ccco3)C(C)=C2C(=O)OC)ccc1O	0.8	-10	u	-5	92	-2	-2	4	94	-1	22
CNC(=S)NNC(=O)c1cccn(Cc2ccc(Cl)c(Cl)c2)c1=O	0.2	-35	105	-9	97	-10	-9	-4	99	-6	-1
COc1ccc2cc(C3NC(=O)c4ccccc4N3)c(Cl)nc2c1 (stereo not drawn)	-1.1	-3	93	0	95	0	-1	-1	91	0	12
Cc1ccc(S(=O)(=O)N(C(=O)c2ccncc2)c2ccc(OC(=O)c3ccncc3)c3ccccc23)cc1	4.1	-19	100	-6	100	-9	-3	-2	103	-5	2
N#Cc1c(N)nc2c(c1-c1ccc3c(c1)OCO3)CCc1ccccc1-2	3.8	-9	99	-7	101	-3	-3	-9	102	-5	5
COc1ccc(-c2nc(-c3ccc(Br)o3)no2)cc1	0.3	-8	99	-2	103	0	-6	-8	102	-2	2
Cc1ccc(C)c(NC(=S)N2CCC(c3nc4ccccc4s3)CC2)c1	0.3	0	95	0	104	0	1	0	95	0	8
C=CCOc1ccc(/C(O)=C2\C(=O)C(=O)N(CCCOC)C2c2ccncc2)cc1 (stereo not drawn)	1.2	-4	97	-1	95	-3	0	0	95	-3	8
Nc1cccc(S(=O)(=O)Nc2ccccc2)c1	0.2	-6	92	-1	100	0	-3	-5	97	-1	1
c1ccc(CC2CCN(c3nc4ccccc4n4nnnc34)CC2)cc1	0.3	1	98	-4	99	0	-1	-5	95	-1	2
CCOc1cccc2cc(-c3nnc(NCc4ccco4)s3)c(=O)oc12	x	4	101	4	103	0	3	1	102	3	x
COc1ccc(CCCC(=O)N/N=C\c2cccs2)cc1	0.5	-3	104	-2	103	-2	0	-5	102	-2	4
